From PubChem
Eya2 phos inh = Eya2 (human) phosphatase inhibition; recombinant Eya2, OMFP fluorescence dephosphorylation (OMFP is methylfluorescein phosphate); Potency, µM (highest dose often 76.9 µM), inactives show top-dose activity, negative = inhibition, most hits filed as inhibitors; hit rate 0.006% among 330,000; AID 488837; also: potency is read from the fitted curve at half-maximal effect; % is scaled to controls: 0 for no effect and ±100 for the full control effect
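Eya2 (0.2 uM) preincubated 10 min at ambient with compound, then OMFP substrate added at 50 uM; 10 min reaction in 50 mM HEPES pH 7.5, 50 mM NaCl, 5 uM MgCl2, 0.05% BSA, 1 mM DTT. Fluorescence read at Ex 485/Em 525 nm.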
KCNH2 WT inh = blocks the wildtype human KCNH2 potassium channel. activity change, % at 1.84 µM. U2OS, BacMam KCNH2, thallium flux FluxOr; active compounds read low. hit rate 0.37% among 340,000. Q12809;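 active = maximum activity change below -70%; inconclusive = maximum activity change between -70% and -50%; inactive = maximum activity change above -50%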; also: % is scaled to controls: 0 for no effect and ±100 for the full control effect
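U2OS cells transduced with wild-type KCNH2 virus are loaded with FluxOr dye for 45 min, and thallium flux is measured in kinetic reads before and after stimulation buffer. Rate constants are normalized to DMSO controls.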
Chronic BCR inh = blocks chronic active B-cell receptor signaling. AID 493014. Potency, µM (doses to about 46.1 µM), for inactives: at the highest dose ratio change, negative = lower green/red ratio, usual class: inhibitors. ABC-DLBCL IkBa-CBG/CBR reporter, luminescence ratio, 4 h. hit rate 0.05% among 340,000; active = well fitted inhibition curve with a large enough effect in the signal ratio, with a control signal flat, not every such curve was filed as active; inconclusive = small, poorly fitted or top-dose-only effect, or effect the other way, or a change in a side signal; the % refers to the signal ratio;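 also: potency is read from the fitted curve at half-maximal effect; plate controls were basal doxycycline-induced cells for no effect and cells given 10 µM MG132 for full effect; MG132 reads +100%, hits lower the ratio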
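TMD8 human ABC-DLBCL cells with doxycycline-inducible IκBα–green luciferase fusion and unfused red luciferase, in 0.5% FBS medium; compounds up to 46 uM, 4 h at 37C. Green/red luminescence ratio, filter-overlap corrected, fitted to concentration-response curves.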
USP2a inh = blocks human ubiquitin-specific protease USP2a; USP2 core, Ub-CHOP2 coupled fluorogenic reporter, 485/531; hit rate 0.01% among 330,000; Potency, µM (doses to about 38.3 µM), inactives show top-dose activity change, negative = inhibition, hits mostly inhibitors;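 also: potency is read from the fitted curve at half-maximal effect; plate controls were DMSO wells for no effect and full inhibition by NEM control for full effect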
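Deubiquitinase activity read as fluorescence (485/531 nm) after Ub-CHOP2 cleavage activates the enterokinase reporter on its substrate; USP2 core 10nM, Ub-CHOP2 and substrate 25nM each, 30min compound preincubation then 60min RT; data normalized to NEM, curves fitted.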
TSHR antag = human thyrotropin receptor antagonism; TSHR-expressing cells, TSH-stimulated cAMP HTRF, 2 h; active compounds read low; AID 504810; P16473; activity change, negative = inhibition, % at 11.5 µM; hit rate 0.2% among 330,000;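 active = activity change below a set negative limit, meaning inhibition stronger than a set level, cut at about -70% in these data; inconclusive = activity change between two set negative limits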; also: % is scaled to controls: 0 for no effect and ±100 for the full control effect
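Competitive HTRF cAMP read-out (cryptate anti-cAMP antibody, cAMP-d2; 30 min, room temperature) in freshly harvested TSHR cells. Compounds added before TSH at EC80 (4nM final), followed by 2 hours' incubation at 37 deg C.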
GALK inh = inhibitors of human galactokinase | AID 1868 | Potency, µM (doses to about 57.5 µM), for the others: at the highest dose activity change, negative = inhibition, hits mostly inhibitors | Purified GALK, Kinase-Glo residual ATP luminescence | P51570 | hit rate 0.007% among 270,000; also: potency is read from the fitted curve at half-maximal effect; % is scaled to controls: 0 for no effect and ±100 for the full control effect
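5 nM enzyme, 35 uM ATP, 100 uM galactose, 20 mM HEPES pH8.0, 5 mM MgCl2; 1 h RT; residual ATP by Kinase-Glo Plus luminescence, qHTS format.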
PKM2 act = increases activity of human pyruvate kinase M2 | P14618 | purified PKM2, Kinase-Glo ATP luminescence, activation; response scale: 0% is enzyme alone, no compound | hit rate 0.34% among 260,000 | Potency, µM (top dose mostly 57.5 µM), without a hit: at the highest dose activation, hits mostly activators; also: potency is read from the fitted curve at half-maximal effect; % is scaled to controls: 0 for no effect and ±100 for the full control effect; nearly all actives have a fitted effect of over 55% in size
Target sequence (P14618 whole entry, looked up): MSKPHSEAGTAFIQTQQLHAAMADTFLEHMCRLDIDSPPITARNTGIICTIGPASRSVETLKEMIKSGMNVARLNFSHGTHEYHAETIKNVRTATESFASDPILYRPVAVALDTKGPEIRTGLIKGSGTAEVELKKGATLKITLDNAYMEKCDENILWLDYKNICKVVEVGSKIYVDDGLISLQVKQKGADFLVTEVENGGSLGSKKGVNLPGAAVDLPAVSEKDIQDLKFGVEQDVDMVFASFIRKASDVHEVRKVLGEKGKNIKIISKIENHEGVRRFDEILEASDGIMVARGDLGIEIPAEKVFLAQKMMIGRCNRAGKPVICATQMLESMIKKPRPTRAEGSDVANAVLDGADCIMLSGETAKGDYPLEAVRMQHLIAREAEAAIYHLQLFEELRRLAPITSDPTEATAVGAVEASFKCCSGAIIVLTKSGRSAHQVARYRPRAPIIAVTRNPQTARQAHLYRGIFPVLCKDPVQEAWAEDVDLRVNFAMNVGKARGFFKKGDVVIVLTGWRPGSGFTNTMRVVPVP
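ATP formation by purified human PK-M2, quantified via coupled luciferase luminescence after 1 h at room temperature with 0.1 mM ADP and 0.5 mM PEP final.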
ASM inhibitor = blocks human secretory acid sphingomyelinase | P17405 | placental ASM, HMU-PC fluorogenic substrate, 60 min | Potency, µM (doses to about 57.5 µM), inactives show at the highest dose activity change, negative = inhibition, hits mostly inhibitors | hit rate 0.006% among 340,000 | AID 504937; also: potency is read from the fitted curve at half-maximal effect
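Human placenta-derived ASM preincubated with compound 10 min at room temperature, then reacted with 9 uM (final) fluorogenic HMU-PC substrate for 60 min at 37 C. Stop solution raises pH to 10; fluorescence read at Ex 386/Em 447 nm.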
MBNL1 CUG block = blocks human MBNL1 binding to CUG repeat RNA; Q9NR56; TR-FRET MBNL1-His/biotin-(CUG)12 binding, 665/545 ratio; Potency, µM (highest dose often 57.5 µM), without a hit: at the highest dose activity change, negative = inhibition, most hits filed as inhibitors; hit rate 0.036% among 280,000; AID 2675; active = well fitted inhibition curve with a large enough effect in the signal ratio, with a control signal flat, not every such curve was filed as active; inconclusive = small, poorly fitted or top-dose-only effect, or effect the other way, or a change in a side signal; inactive = no such curve, though single readings can be large or run the other way; the % refers to the signal ratio; also: potency is read from the fitted curve at half-maximal effect; % is scaled to controls: 0 for no effect and ±100 for the full control effect
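Compound titration spanned 92 nM–58 uM against the MBNL1-His/biotin-(CUG)12 complex. After 60 min at room temperature with 5 nM streptavidin-XL665 and 0.055 ng/ul terbium anti-His, ratiometric 665/545 nm emission (Ex 340 nm) normalized to controls.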
Mito fusion yeast = inhibitors of mitochondrial division or activators of mitochondrial fusion | AID 485298 | Potency, µM (series often up to 46.1 µM), for the others: top-dose growth rescue (activation), most hits filed as activators | hit rate 0.23% among 320,000 | S. cerevisiae fusion-defective mutant growth rescue, CellTiterGlo 48 h;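 also: potency is read from the fitted curve at half-maximal effect; % of control where 0% means no effect; nearly all actives have a fitted effect of over 45% in size; temperature-sensitive fusion mutants such as fzo1-1 at 37 °C on non-fermentable ethanol glycerol medium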
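Read-out: ATP-based luminescence (CellTiterGlo, 10 min ambient) reporting growth of fusion-defective ts yeast after 48 hours at 37C on glycerol/ethanol YPEG medium in the presence of compound.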
Menin MLL FP TR = displaces Texas Red mutant MLL peptide from human menin; Potency, µM (doses to about 61.6 µM), for inactives: at the highest dose FP activity change, negative = inhibition, most hits filed as inhibitors; Menin + Texas Red MLL mutant peptide, fluorescence polarization; O00255; hit rate 0.23% among 270,000; AID 1768; active = well fitted inhibition curve with a large enough effect in the polarisation, with a control signal flat, not every such curve was filed as active; inconclusive = small, poorly fitted or top-dose-only effect, or effect the other way, or a change in a side signal; inactive = no such curve, though single readings can be large or run the other way; the % refers to the polarisation; also: potency is read from the fitted curve at half-maximal effect; % of control where 0% means no effect; many of its hits are not listed in these tables
Target sequence (O00255 whole entry, looked up): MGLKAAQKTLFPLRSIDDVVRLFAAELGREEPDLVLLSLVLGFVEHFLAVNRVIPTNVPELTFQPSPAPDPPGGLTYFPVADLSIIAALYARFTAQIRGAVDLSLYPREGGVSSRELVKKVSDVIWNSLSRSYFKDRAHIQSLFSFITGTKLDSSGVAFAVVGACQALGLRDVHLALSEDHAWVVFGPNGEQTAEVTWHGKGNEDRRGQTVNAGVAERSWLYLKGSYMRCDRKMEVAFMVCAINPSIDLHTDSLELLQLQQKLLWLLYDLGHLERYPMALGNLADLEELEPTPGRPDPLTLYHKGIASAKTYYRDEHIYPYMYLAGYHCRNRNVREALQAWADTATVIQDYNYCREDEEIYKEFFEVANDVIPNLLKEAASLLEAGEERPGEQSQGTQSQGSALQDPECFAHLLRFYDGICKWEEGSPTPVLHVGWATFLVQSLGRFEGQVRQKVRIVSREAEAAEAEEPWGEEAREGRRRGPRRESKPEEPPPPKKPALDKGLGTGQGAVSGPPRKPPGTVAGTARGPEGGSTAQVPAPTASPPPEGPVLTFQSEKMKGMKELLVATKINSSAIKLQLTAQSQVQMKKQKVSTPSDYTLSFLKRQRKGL
Active calls of the source: *; ? = inconclusive; · = no result given; [ ] = remark or other dose. Unless noted, calls follow the shape of the dose curve; as a rule, active = well fitted curve in the direction sought with a large enough effect; inconclusive = small, poorly fitted or top-dose-only effect, or another doubt; inactive = no such curve, though single readings can be large; an effect the other way counts as inactive or inconclusive. These rows are one share of the data; rates above refer to the full screens.

mol | Eya2 phos inh | KCNH2 WT inh | Chronic BCR inh | USP2a inh | TSHR antag | GALK inh | PKM2 act | ASM inhibitor | MBNL1 CUG block | Mito fusion yeast | Menin MLL FP TR
CCCCn1c(CCl)nc2cc(S(=O)(=O)N3CCOCC3)ccc21 | 0% | 0 | 0% | 0% | · | · | · | 5% | · | · | ·
O=C(NCCCn1ccnc1)c1noc2c1CCCC2 | -7% | 1 | 0% | 2% | -15 | -3% | -6% | 7% | -12% | 0% | -7%
O=C(COC(=O)c1ccc(Cl)cc1Cl)Nc1cccc(S(=O)(=O)NC2=NCCC2)c1 | 0% | 8 | ? | -4% | -10 | · | · | -2% | · | -5% | ·
CN(Cc1ccccc1)C(=O)CCCn1c(=O)c2cccn2c2cccnc21 | -7% | -1 | ? | 2% | -5 | 5% | · | 4% | -3% | 1% | ·
Cc1ccc(NC(=O)CSc2cccc[n+]2[O-])c([N+](=O)[O-])c1 | -28% | 17 | 4% | 2% | 4 | 1% | · | -3% | ? | 5% | 13%
COc1ccc(NC(=O)CSc2nnc(CC(=O)Nc3ccc(F)cc3)n2C)cc1 | 5% | -7 | 0% | 0% | -3 | -2% | · | 1% | -11% | 4% | 11%
Cc1c(-c2nc(N)nc(Nc3ccc(F)cc3)n2)oc2ccccc12 | -1% | 11 | 0% | 3% | 1 | -3% | -5% | -1% | 1% | ? | ?
CCCCCCCNC1=CC(=O)CC(c2ccco2)C1 (stereo not drawn) | -1% | 40 | ? | 0% | -11 | 0% | 19% | 0% | 8% | 4% | 6%
O=C(Nc1ccccn1)Nc1ccccc1[N+](=O)[O-] | -1% | -15 | -14% | -8% | 0 | 4% | · | -3% | ? | 5% | 0%
CN=C1c2cc3cc(OC)ccc3n2CCN1C | 8% | -2 | 3% | -1% | -6 | 0% | -2% | 54%[activator] | 17% | 1% | 3%
COc1cccc(/C=C2\SC(=S)N(CCCC(=O)N3CCCCC3CCO)C2=O)c1 (stereo not drawn) | 6% | -14 | ? | -2% | -14 | -6% | · | -24% | ? | -3% | ·
Cc1ccc(-c2[nH]ncc2/C=C(\C#N)C(=O)NC2CCCCC2)cc1 | -5% | 14 | ? | -18% | 15 | 3% | -9% | -18% | ? | 20% | 0%
COc1ccc(CNS(=O)(=O)c2c(C)[nH]c(C)c2C(=O)N2CCCCC2)cc1 | 13% | 8 | ? | 2% | -1 | 4% | · | 2% | 1% | -5% | 19%
COc1ccccc1N(CC(=O)NCCc1ccccc1)S(C)(=O)=O | 3% | 0 | 1% | -2% | 29 | 4% | -4% | -1% | -7% | 3% | -13%
O=C(NCCCN1CCOCC1)C1CC(=O)N(CCc2ccccc2)C1 (stereo not drawn) | 3% | -40 | 3% | -2% | 13 | -2% | -3% | 0% | 5% | 2% | -25%

mol | Eya2 phos inh | KCNH2 WT inh | Chronic BCR inh | USP2a inh | TSHR antag | GALK inh | PKM2 act | ASM inhibitor | MBNL1 CUG block | Mito fusion yeast | Menin MLL FP TR
Cc1ccc(NC(=O)C2CCCN(S(=O)(=O)c3cnc[nH]3)C2)cc1F (stereo not drawn) | 3% | -1 | -17% | 0% | 4 | 0% | 3% | 4% | 4% | -5% | 5%
O=C(COC(=O)c1n[nH]c(=O)c2ccccc12)c1ccccc1 | 12% | -9 | -13% | 2% | -7 | -4% | 5% | 3% | 11% | -1% | -20%
O=C(C[n+]1cc(Br)cc2ccccc21)c1ccccc1 | -6% | -3 | -2% | 3% | 10 | -9% | 1% | -2% | ? | 3% | -8%
FC(F)Oc1ccc(/C=N/N2CCCCC2)c(OC(F)F)c1 | 7% | · | ? | 0% | 15 | 4% | 1% | · | -4% | 1% | 9%
C=CCN1C(=NC(=O)CCC(=O)O)SC2CS(=O)(=O)CC21 (stereo not drawn) | 4% | -2 | -1% | -1% | 4 | -1% | -5% | -2% | -14% | -2% | 12%
CCCC(=O)N/C(N)=N/c1nc(C)c2ccccc2n1 | 2% | -5 | ? | 1% | -4 | -2% | 0% | 5% | · | -2% | ·
Cc1ccc(-c2cc(C(=O)Nc3nccs3)c3ccccc3n2)o1 | -11% | -4 | ? | 3% | -4 | · | ? | 8% | 22% | 7% | ?
CCc1ccc(NC(=O)C2(C)Cc3ccccc3C(=O)O2)cc1 (stereo not drawn) | 3% | -3 | ? | 2% | -5 | 5% | 1% | 1% | -10% | 2% | 5%
O=C(Nc1ccc(S(=O)(=O)Nc2ncccn2)cc1)C12CC3CC(CC(Cl)(C3)C1)C2 | 3% | 0 | 1% | 0% | -2 | · | · | 0% | · | · | ·
O=C1CCN(Cc2nc(-c3ccc(Cl)cc3)no2)CCN1 | 5% | 11 | ? | 2% | -11 | 3% | ? | -2% | 6% | -2% | -11%
Nc1c(NCc2ccccc2)c(=O)c1=O | -1% | 12 | 14% | 0% | 2 | -1% | -7% | 3% | -5% | 4% | ·
Cc1cc(C(=O)COC(=O)c2ccc[nH]c2=O)c(C)n1C1CC1 | 2% | -2 | 2% | 0% | -4 | 0% | 4% | 1% | -3% | -8% | 6%
CCc1ccc(N2CC(C(=O)Nc3ccc(S(=O)(=O)Nc4nccs4)cc3)CC2=O)cc1 (stereo not drawn) | 1% | 9 | 11% | -1% | -5 | -1% | · | ? | -4% | -1% | 27%
O=C(CSc1nc2ccccc2c(=O)n1CCCO)NC1CC1 | -13% | 0 | -4% | 0% | -6 | · | · | 0% | · | -2% | ·
O=c1c2cc([N+](=O)[O-])ccc2nc2n1CCC2 | -9% | -7 | 4% | 4% | -3 | 1% | · | 4% | ? | 4% | -20%

Only MBNL1 CUG block, for 4 of the compounds above:
SMILES	MBNL1 CUG block
O=C(COC(=O)c1n[nH]c(=O)c2ccccc12)c1ccccc1	11%
Cc1ccc(-c2cc(C(=O)Nc3nccs3)c3ccccc3n2)o1	22%
Cc1ccc(NC(=O)C2CCCN(S(=O)(=O)c3cnc[nH]3)C2)cc1F (stereo not drawn)	4%
O=C(C[n+]1cc(Br)cc2ccccc21)c1ccccc1	?

Continuation.
mol | Eya2 phos inh | KCNH2 WT inh | Chronic BCR inh | USP2a inh | TSHR antag | GALK inh | PKM2 act | ASM inhibitor | MBNL1 CUG block | Mito fusion yeast | Menin MLL FP TR
CCN(CCn1cccn1)C(=O)CCc1nnc(CCc2ccccc2OC)o1 | -6% | -5 | -8% | 0% | 7 | 4% | -9% | 0% | -4% | -2% | -3%
Cc1ccc(OCc2nc(-c3ccccn3)no2)c(Br)c1 | 8% | 3 | ? | -7% | -24 | 4% | -14% | 5% | 10% | 27% | -2%
CCn1ccnc1CN(C)C(=O)CC1C(=O)NCCN1Cc1c(F)cccc1Cl (stereo not drawn) | 0% | 3 | -2% | 3% | -3 | -3% | 2% | 24% | -1% | 1% | -1%
COc1ccccc1NC1=C(Cl)C(=O)OC1OC(=O)c1ccco1 (stereo not drawn) | -2% | 1 | ? | 3% | 6 | -1% | 4% | 2% | 3% | 3% | 10%
COc1ccc(C=NNC(=O)c2ccccc2NS(=O)(=O)c2cccs2)cc1O | 3% | 0 | -3% | 1% | -3 | · | · | -2% | · | · | ·
CNC(=O)CN(c1ccc(C23CC4CC(CC(C4)C2)C3)cc1)S(C)(=O)=O | 2% | -1 | -4% | -1% | 0 | -1% | 5% | -1% | -5% | -3% | -17%
O=C(Nc1ccccc1N1CCCCC1)c1cccs1 | 2% | -3 | -3% | 0% | 7 | 0% | -2% | -11% | -8% | 18% | 9%
CC(C)(C)c1ccc(NC(=O)c2ccc(=O)[nH]n2)cc1 | 7% | 4 | -1% | -1% | -2 | -1% | · | 2% | 6% | 7% | 26%
COc1cccc(C2CC(c3ccccc3)Nc3nc(N)nn32)c1 (stereo not drawn) | -6% | -5 | -8% | 4% | -12 | -1% | -6% | 7% | -5% | -3% | 7%
O=C(O)c1csc(-c2cccs2)n1 | 7% | 10 | -3% | 1% | -9 | -1% | -28% | -3% | 24% | 0% | -13%
